AI-2 QS mod: modulates the Vibrio harveyi AI-2 quorum sensing system; Vibrio harveyi JMH597 AI-2 luminescence/OD600 ratio, 9 h; hits give low values; strain lacks LuxN and CqsS sensors; 0 = neutral-control median; activity change, % at 7.5 µM; hit rate 0.4% among 300,000; AID 2094; in the data active = activity change below about -75%, passing the limit was not always enough;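 also: luminescence divided by OD600 gain over 9 h not by final OD600 alone; inactives centre near 13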
HIF act: HIF pathway transcriptional activation; activation, % at 7.5 µM (by protocol); U2OS HRE-luciferase reporter, luminescence; normalized: DMSO 0%, desferrioxamine 100%; hit rate 0.32% among 300,000;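 active = mean activation of at least 10% of the iron chelator positive control signal, with at least half of replicates also reaching 10%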
HSF-1 act: increases HSF-1 driven luciferase reporter signal; NIH3T3-HGL HSF-1 luciferase reporter, MG132, 8 h; 100% = twice DMSO control signal; activation, % at 9 µM; hit rate 1.7% among 300,000;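 active = mean replicate activation of at least 50% with a set share of replicates each reaching 50%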;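 also: 0% = median of the neutral control wells and 100% = twice that signal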
GSK3beta inhib: blocks human GSK3beta kinase activity; activity score (negative = inhibition), % at 10 µM; GST-GSK3beta kinase, ADP-Glo luminescence, 60 min; hits give low values; hit rate 0.038% among 300,000; AID 2097;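 active = more than half of replicate wells score below -50%, meaning over 50% inhibition versus plate controls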;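 also: 0% = median DMSO wells and -100% = median GW8510 positive control wells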
Target sequence (P49841 whole entry, looked up): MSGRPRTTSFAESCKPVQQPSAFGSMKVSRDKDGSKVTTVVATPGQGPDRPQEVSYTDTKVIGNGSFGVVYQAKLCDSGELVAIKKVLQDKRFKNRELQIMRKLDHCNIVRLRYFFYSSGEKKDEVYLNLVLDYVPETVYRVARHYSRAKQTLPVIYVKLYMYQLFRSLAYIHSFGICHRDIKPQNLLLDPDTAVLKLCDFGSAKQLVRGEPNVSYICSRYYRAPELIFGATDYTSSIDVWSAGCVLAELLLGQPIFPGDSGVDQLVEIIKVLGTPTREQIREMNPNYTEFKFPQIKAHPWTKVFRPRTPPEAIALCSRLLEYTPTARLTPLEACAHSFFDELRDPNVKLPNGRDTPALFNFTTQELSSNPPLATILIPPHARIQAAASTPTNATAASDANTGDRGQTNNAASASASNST
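test system = GST-tagged human GSK3beta kinase, cell-free | reagent = 25 µM ATP with peptide substrate | dosing = one dose of 10 µM per compound | schedule = 60 min reaction, RT | detection = luminescent ADP-Glo measurement of ADP formed | control set = DMSO neutral wells and GW8510 at 20 µM as positive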
IEC-6 cytotox: IEC-6 cytotoxicity, counter-screen for KLF5 inhibitors. hit rate 0.78% among 290,000. luminescence viability. inhibition, % at 5 µM. AID 1825; in the data active = inhibition above about 22%;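 also: 0% = plate median of test compound wells and 100% = cytotoxic reference compound wells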
aSyn UTR inh: 5' untranslated region of α-synuclein, MLPCN primary screen. hit rate 0.82% among 300,000. alpha-synuclein 5'UTR reporter, inhibitor activity. inhibition, % (tested at 7.5 µM); in the data active = inhibition above about 60%;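 also: H4 neuroglioblastoma cells stably carrying SNCA 5'UTR luciferase fusion; 0% = DMSO wells and 100% = positive control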
GSK3A inh: human GSK-3 alpha kinase inhibition. ADP-Glo luminescence, 60 min. inhibition, % at 10 µM. hit rate 0.1% among 320,000. AID 2650;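 in the data active = inhibition above about 50%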;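 also: GST-tagged GSK-3 alpha with peptide substrate and 25 µM ATP; 0% = DMSO neutral wells and 100% = GW8510 positive control wells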
Target sequence (P49840 whole entry, looked up): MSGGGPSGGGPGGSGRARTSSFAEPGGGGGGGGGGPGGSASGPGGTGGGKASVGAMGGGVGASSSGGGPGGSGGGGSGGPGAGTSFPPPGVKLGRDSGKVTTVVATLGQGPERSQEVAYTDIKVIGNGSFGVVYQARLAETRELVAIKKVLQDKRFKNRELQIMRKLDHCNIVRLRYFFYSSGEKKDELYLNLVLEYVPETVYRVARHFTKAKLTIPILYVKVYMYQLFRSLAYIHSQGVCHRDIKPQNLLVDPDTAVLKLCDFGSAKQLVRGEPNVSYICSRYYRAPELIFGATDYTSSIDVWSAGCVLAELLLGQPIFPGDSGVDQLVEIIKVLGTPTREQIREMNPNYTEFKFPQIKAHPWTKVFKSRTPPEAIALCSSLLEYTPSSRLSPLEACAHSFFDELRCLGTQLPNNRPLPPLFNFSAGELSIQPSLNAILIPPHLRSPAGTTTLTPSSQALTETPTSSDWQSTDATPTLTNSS
HSF1 inhib: HSF1 inhibition; NIH3T3-HGL HSE-luciferase, MG132-induced, luminescence 8 h; hits give low values; activity change, negative = inhibition, % at 7.5 µM (by protocol); hit rate 0.77% among 300,000;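 active = more than half of replicate wells show activity change below -50%, luminescence cut by over half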;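 also: luciferase reports HSF-1 transcriptional activity via heat shock element; 0% = median of DMSO wells and -100% = zero luminescence signal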
KLF5 inh: kruppel-like factor 5 inhibition. DLD-1 KLF5 promoter-luciferase reporter, luminescence. inhibition, % at 5 µM. hit rate 0.23% among 290,000. AID 1700;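 active = inhibition above a per-plate limit of that plate's mean compound inhibition plus 3 SD, cut at about 60% in these data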;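 also: 0% = DMSO wells and 100% = LY294002 at 200 µM; higher means less KLF5 promoter-driven luciferase light; inactives centre near -14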
HSP90 refold inh: HSP90 refolding inhibition in rabbit reticulocyte lysate; luciferase refolding luminescence, 3 h; inhibition, % at 5.6 µM; hit rate 0.91% among 290,000;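 active = inhibition above the screen-wide mean plus 3 SD, computed separately per campaign, cut at about 16% in these data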;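 also: 0% = DMSO wells and 100% = 60 µM geldanamycin wells; inhibitors lower the luminescence because luciferase stays unfolded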
The depositor's hits bear a star; · = not tested or not shown. Not all compounds are listed. The share of hits here may be higher or lower than overall.

The line under a structure holds: AI-2 QS mod	HIF act	HSF-1 act	GSK3beta inhib	IEC-6 cytotox	aSyn UTR inh	GSK3A inh	HSF1 inhib	KLF5 inh	HSP90 refold inh
NC(=O)c1ccc(N=Nc2c(O)[nH]c(=O)[nH]c2=O)cc1
    13	-0.5	-6	1	-3	-8	-1	-4	-13	3
CCC(=O)Nc1cc(C(=O)N2CCC3(CC2)OCCO3)ccc1S(=O)(=O)c1ccc(C)cc1
    22	-9.9	-1	4	-7	20	-1	7	-42	-2
Nc1ccc(Br)cc1C(=O)c1ccccc1
    6	0.0	10	2	3	12	-2	0	-13	0
CC(C)CCNC(=O)c1cc(C(=O)c2cc(Br)ccc2O)cn(CCC(C)C)c1=O
    28	-0.8	41	2	2	13	2	7	6	0
O=C(CCc1nnc2ccc(NCc3ccccc3Cl)nn12)N1CCC2(CC1)OCCO2
    3	0.4	12	1	4	2	2	0	-22	-3
Cc1oc2ccc(OC(=O)N(C)C)cc2c1C(=O)OC(C)C
    24	-0.3	12	-2	1	6	-2	18	-21	0
COC(=O)C1=C(c2cc3ccccc3s2)C[C@@H]2CC[C@H]1N2C(=O)NCCO
    -15	0.0	-3	0	·	9	-1	3	·	·
OC(c1cccc(Cl)c1)(c1cccc(Cl)c1)C1CN2CCC1CC2 (stereo not given)
    2	-0.1	29	-4	14	-27	5	11	-31	3
CCc1c(C)nc(N)nc1N1N=C1SCC#N
    18	-0.2	3	1	-4	8	·	-1	8	11
COc1ccccc1-n1c(-c2ccccc2Br)nc2ccccc2c1=O
    0	-26	3	0	1	-5	6	-1	-27	-2
CCCCCn1c(=O)c(C(=O)NCc2ccncc2)c(O)c2ccccc21
    38	1.1	11	2	0	65*	-5	6	-9	2
N=c1c[n+](CC23CC4CC(CC(C4)C2)C3)[n-]o1
    46	-0.2	4	1	-3	16	-1	-3	5	3
OC(CN1CCCCC1)c1c[nH]c2ccccc12 (stereo not given)
    3	0.5	5	1	0	29	-2	-4	-28	1
COc1cccc(C(=O)C2CCCN(Cc3ccc4nonc4c3)C2)c1 (stereo not given)
    2	-0.4	39	-3	1	3	-5	5	-12	0
COc1cc(C(O)CNC(C)C)cc(F)c1OC (stereo not given)
    25	-3.4	-5	-4	·	17	-6	2	·	·

The line under a structure holds: AI-2 QS mod	HIF act	HSF-1 act	GSK3beta inhib	IEC-6 cytotox	aSyn UTR inh	GSK3A inh	HSF1 inhib	KLF5 inh	HSP90 refold inh
COc1ccc(N2C(=O)NC(=O)C(CCc3ccncc3)(CCc3ccncc3)C2=O)cc1
    6	-0.5	8	2	-1	2	-2	-11	-1	1
CNC(=O)Oc1cccc2ccccc12
    9	0.6	26	0	4	-6	0	0	-17	4
O=C(O)c1sc2cc(Cl)ccc2c1Cl
    63	-0.8	8	1	-5	-11	-6	5	8	-2
CCCCc1nc2ccccc2c(=O)n1-c1ccc(Cl)cc1[N+](=O)[O-]
    14	0.5	10	-3	-2	4	-2	7	4	-2
COC(=O)C1=C(c2cc3ccccc3o2)C[C@@H]2CC[C@H]1N2C(=O)NCc1ccc(C(F)(F)F)cc1
    17	-0.1	-5	2	·	2	-4	16	·	·
O=C(COc1ccccc1)N1CCN(C/C=C/c2ccccc2)CC1
    -1	0.0	0	2	-7	18	-1	1	26	3
CN1CCN(Cc2cc(C(C)(C)C)c(O)c(C(C)(C)C)c2)CC1
    9	-0.6	38	4	-2	3	2	16	-21	2
CC(=NCc1ccco1)c1c(O)n(C)c(=O)n(C)c1=O
    15	-0.1	-13	-4	-2	-19	3	-5	-13	2
CCN(CC)C(=O)c1ccc(NC(=O)CCCSc2ccccc2)cc1
    2	-0.4	-3	0	6	4	-5	-3	-18	-3
CC1CN(C)C(C)(C)CC1(O)c1ccccc1 (stereo not given)
    19	-0.4	3	1	-4	2	-1	-11	-45	3
CNC(C(=O)c1ccccc1)C(OC)c1cccc([N+](=O)[O-])c1 (stereo not given)
    1	-0.5	4	3	3	0	0	4	-17	-1
Cc1ccc(OP(=O)(NC(C)c2ccccc2)Oc2ccc(C)cc2)cc1 (stereo not given)
    20	-0.9	23	0	-3	22	0	2	-64	1
O=[N+]([O-])c1ccc2c(c1)C(c1ccccc1)=NCCN2
    15	0.6	-6	-1	10	23	10	-14	-6	0
O=C(Nc1ccc2ccccc2c1)c1nn(C23CC4CC(CC(C4)C2)C3)cc1Br
    16	0.1	6	1	9	18	-2	0	6	4
N#Cc1ccc(NC(=O)CN2C(=O)NC3(CCCC3)C2=O)cc1Cl
    1	-0.5	4	1	2	-9	1	-2	-5	-8

The line under a structure holds: AI-2 QS mod	HIF act	HSF-1 act	GSK3beta inhib	IEC-6 cytotox	aSyn UTR inh	GSK3A inh	HSF1 inhib	KLF5 inh	HSP90 refold inh
COc1cccc(NC(=O)CN2CC(c3ccccc3)CC2=O)c1 (stereo not given)
    18	0.1	-5	0	7	-24	·	-6	-31	1
C/C(=N\Nc1cccc2ccccc12)c1c(O)n(Cc2ccccc2)c(=O)[nH]c1=O
    11	-0.4	-7	-8	5	-9	1	6	0	0
O=C1NC(=O)C2(Cc3ccccc3N3CCCC32)C(=O)N1 (stereo not given)
    16	-0.3	-10	1	2	-21	1	-4	-43	4
Cn1c(=O)cc(SCC(=O)N2CCC3(CC2)OCCO3)c2ccccc21
    -3	0.0	32	1	16	12	0	5	-12	-2
Cc1ccc(CNC2=NCCS2)cc1
    12	0.8	16	-1	2	-7	-1	3	-18	1
O=Cc1c(C(=O)O)n(Cc2ccc(F)cc2Cl)c2ccccc12
    19	-8.7	24	1	-5	-1	-5	0	6	-5
Cn1c(O)c(/C=N/c2ccccn2)c(=O)n(C)c1=O
    8	-0.3	2	10	6	11	-2	-5	-21	6
COC(=O)Nc1ccc(N=C(N)N[N+](=O)[O-])cc1
    18	0.1	5	-4	-6	0	1	3	-7	-6
Cc1ccc(-c2nc3ccccc3c(=O)n2-c2cccc(C)n2)cc1
    22	0.3	13	-3	-10	21	-1	1	-10	3
O=C(Cc1ccccc1)N1CCN(Cc2cccc(Cl)c2)CC1
    18	-14	19	-1	3	-19	1	1	-11	1
Cc1ccc(S(=O)(=O)N(C)C/N=C(\N)N[N+](=O)[O-])cc1
    13	-0.3	4	-3	-1	20	-1	-4	-11	3
COC(=O)C1=C(c2cc3ccccc3s2)C[C@@H]2CC[C@H]1N2C(=O)NCc1ccc(C(F)(F)F)cc1
    12	0.0	-2	0	·	27	-2	-1	·	·
O=C1NC(=O)N(CCC2=CCCCC2)C(=O)/C1=C/c1cccs1
    5	0.2	-12	0	-7	-20	0	2	-3	5
COc1cccc(C(=O)C2CCCN(Cc3ccon3)C2)c1 (stereo not given)
    16	-0.5	-35	5	-3	19	1	-16	-22	3
O=C(Cn1ncc2ccsc2c1=O)N1CCC2(CC1)OCCO2
    28	-0.4	-1	4	0	-15	0	-7	-26	0

Of the compounds above, these have an NH in an aromatic ring.
The line under a structure holds: AI-2 QS mod	HIF act	HSF-1 act	GSK3beta inhib	IEC-6 cytotox	aSyn UTR inh	GSK3A inh	HSF1 inhib	KLF5 inh	HSP90 refold inh
NC(=O)c1ccc(N=Nc2c(O)[nH]c(=O)[nH]c2=O)cc1
    13	-0.5	-6	1	-3	-8	-1	-4	-13	3
OC(CN1CCCCC1)c1c[nH]c2ccccc12 (stereo not given)
    3	0.5	5	1	0	29	-2	-4	-28	1
C/C(=N\Nc1cccc2ccccc12)c1c(O)n(Cc2ccccc2)c(=O)[nH]c1=O
    11	-0.4	-7	-8	5	-9	1	6	0	0

(cont.)
The line under a structure holds: AI-2 QS mod	HIF act	HSF-1 act	GSK3beta inhib	IEC-6 cytotox	aSyn UTR inh	GSK3A inh	HSF1 inhib	KLF5 inh	HSP90 refold inh
O=C(CCN1C(=O)COc2ccccc21)N1CCC2(CC1)OCCO2
    6	-0.1	-4	0	-6	-11	-3	4	-14	-2
Clc1ccc(CCNCc2ccncc2)c(Cl)c1
    18	-0.4	19	1	-11	-15	0	8	-31	1
CC(C)CC12CN3CCN(CC(C3)/C1=N/O)C2
    5	-0.2	-14	0	-2	15	-2	-14	8	-3
CCN1CC2C3CCC(C)(O3)C2C1 (stereo not given)
    -1	-0.7	15	-2	-3	-11	0	-4	2	0
CCOC(=O)c1nc2ccccc2c(=O)n1-c1cccc(C)c1
    0	0.6	20	1	-2	10	-1	4	-15	-1
O=C(Cc1ccccc1)N1CCN(Cc2cccnc2)CC1
    15	0.6	-5	2	0	-13	-2	-6	-18	5
CN(C)C(=O)Oc1ccc(OCc2nc3ccccc3[nH]2)cc1
    11	-2.4	29	-4	14	38	3	-4	-92	27*
O=C1NC(=O)C(CCc2ccncc2)(Cc2ccc([N+](=O)[O-])cc2)C(=O)N1
    17	-0.4	-4	4	0	18	-5	-7	10	-3
CCCCCCNC(=O)N[C@@H](Cc1ccc(O)cc1)C(=O)NCCC[C@H]1CN2C(=NC[C@H]2C)N1CC1CCC1
    30	3.8	-5	-2	·	-27	1	5	·	·
CC(O)(CS(=O)(=O)c1cccc(C(F)(F)F)c1)C(=O)Nc1ccc(C(F)(F)F)cc1 (stereo not given)
    9	-0.7	14	6	2	-8	-3	5	-5	-3
Cc1ccsc1C(=O)C1CCCN(Cc2cc3ccccc3o2)C1 (stereo not given)
    16	-0.6	41	2	-3	0	-4	24	14	-4
Cc1ccc2c(c1)CC1(CN2C)C(=O)NC(=O)N(c2ccccc2C)C1=O (stereo not given)
    -2	1.3	32	2	4	4	-2	4	-26	4
CC1CCCN(c2ccc(C(=O)N3CCC4(CC3)OCCO4)cc2[N+](=O)[O-])C1 (stereo not given)
    13	0.3	-9	2	2	10	2	1	-30	1
CCCCCCOc1ccc(CN2CCN(C)CC2)cc1
    31	-1.8	-53	-2	-2	40	-1	·	-127	19*
Clc1ccccc1Nc1ncnc(-n2cccc2)n1
    21	4.0	41	3	-2	-160	-1	26	1	0

Compounds listed so far that contain a Cl atom (9):
The line under a structure holds: AI-2 QS mod	HIF act	HSF-1 act	GSK3beta inhib	IEC-6 cytotox	aSyn UTR inh	GSK3A inh	HSF1 inhib	KLF5 inh	HSP90 refold inh
O=C(CCc1nnc2ccc(NCc3ccccc3Cl)nn12)N1CCC2(CC1)OCCO2
    3	0.4	12	1	4	2	2	0	-22	-3
OC(c1cccc(Cl)c1)(c1cccc(Cl)c1)C1CN2CCC1CC2 (stereo not given)
    2	-0.1	29	-4	14	-27	5	11	-31	3
O=C(O)c1sc2cc(Cl)ccc2c1Cl
    63	-0.8	8	1	-5	-11	-6	5	8	-2
CCCCc1nc2ccccc2c(=O)n1-c1ccc(Cl)cc1[N+](=O)[O-]
    14	0.5	10	-3	-2	4	-2	7	4	-2
N#Cc1ccc(NC(=O)CN2C(=O)NC3(CCCC3)C2=O)cc1Cl
    1	-0.5	4	1	2	-9	1	-2	-5	-8
O=Cc1c(C(=O)O)n(Cc2ccc(F)cc2Cl)c2ccccc12
    19	-8.7	24	1	-5	-1	-5	0	6	-5
O=C(Cc1ccccc1)N1CCN(Cc2cccc(Cl)c2)CC1
    18	-14	19	-1	3	-19	1	1	-11	1
Clc1ccc(CCNCc2ccncc2)c(Cl)c1
    18	-0.4	19	1	-11	-15	0	8	-31	1
Clc1ccccc1Nc1ncnc(-n2cccc2)n1
    21	4.0	41	3	-2	-160	-1	26	1	0

Source: PubChem BioAssay
